# TPT1 inhibitor – blocks Candida albicans tRNA 2'-phosphotransferase; recombinant caTPT1, FP RNA substrate dephosphorylation; inhibition, % at 5 µM; 300,000 compounds, 0.81% hits; AID 1962;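 active = inhibition above the mean of all tested compounds plus 3 SD, set per screening campaign, cut at about 24% in these data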;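 note: plate controls were DMSO alone for no effect and ferristatin control at 100 nM for full effect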
# EBNA-1 inhibitor – blocks EBNA-1 binding to DNA; EBNA-1 DNA binding, fluorescence polarization; inhibition, % at 14.8 µM; 300,000 compounds, 0.34% hits; in the data active = inhibition above about 28%
# Fh CTSL1 inh – counter-screen for PFM18AAP inhibitors: inhibitors of F. hepatica cathepsin L1; recombinant F. hepatica cathepsin L1, Z-Leu-Arg-MCA fluorescence; inhibition, % at 5.96 µM; 300,000 compounds, 0.49% hits;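 active = inhibition above the mean of all tested compounds plus 3 SD, set per screening campaign, cut at about 17% in these data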;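 note: 0% = plate median of test compound wells and 100% = 1 µM Z-Phe-Ala-diazomethylketone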
# PP5 inh – blocks human protein phosphatase 5 activity; purified PP5c, OMFP substrate fluorescence; inhibition, % at 6.7 µM; 320,000 compounds, 0.18% hits;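 active = inhibition above the campaign's mean inhibition across all tested compounds plus 3 SD, cut at about 9.5% in these data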;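 note: 0% = DMSO only and 100% = 100 µM cantharidin control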
# HCV core dimer – HCV core protein dimerization inhibition; AID 1899; 300,000 compounds, 0.33% hits; inhibition, % at 5 µM; TR-FRET GST/Flag-core106 dimerization, 1536-well;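 active = inhibition above the mean of all tested compounds plus 3 SD, set per screening campaign, cut at about 45% in these data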
#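 Material: GST/Flag-tagged HCV core106 proteins. Incubation: 4 h, 22.5 °C incubation. Read-out basis: inhibition (%) from 671 over 617 nm ratio. Measured by: TR-FRET, excitation 340 nm, emission 617 and 671 nm.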
# PP1 counter – blocks human PP1-alpha phosphatase, a PP5 counter-screen; purified PP1alpha, OMFP fluorescence; inhibition, % at 6.7 µM; 320,000 compounds, 0.9% hits; AID 2235;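 active = inhibition above the mean inhibition of all tested compounds plus 3 SD, computed separately for each screening campaign, cut at about 15% in these data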
# Target sequence (P62136 whole entry, looked up): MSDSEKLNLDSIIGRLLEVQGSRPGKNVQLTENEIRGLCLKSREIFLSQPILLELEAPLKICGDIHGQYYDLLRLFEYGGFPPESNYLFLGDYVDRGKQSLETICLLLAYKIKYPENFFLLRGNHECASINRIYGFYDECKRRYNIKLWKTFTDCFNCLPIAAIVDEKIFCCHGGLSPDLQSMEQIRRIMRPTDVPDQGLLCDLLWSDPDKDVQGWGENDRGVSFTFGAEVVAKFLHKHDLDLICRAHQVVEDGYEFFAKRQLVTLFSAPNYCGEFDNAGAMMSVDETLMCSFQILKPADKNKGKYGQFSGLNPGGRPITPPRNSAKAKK
# ZTA DNA inh – ZTA (EBV) inhibition in EBNA-1 counter-screen; ZTA-DNA binding, fluorescence polarization; inhibition, % at 11 µM; 320,000 compounds, 0.15% hits; AID 2234; in the data active = inhibition above about 33%
# Target sequence (P03206 whole entry, looked up): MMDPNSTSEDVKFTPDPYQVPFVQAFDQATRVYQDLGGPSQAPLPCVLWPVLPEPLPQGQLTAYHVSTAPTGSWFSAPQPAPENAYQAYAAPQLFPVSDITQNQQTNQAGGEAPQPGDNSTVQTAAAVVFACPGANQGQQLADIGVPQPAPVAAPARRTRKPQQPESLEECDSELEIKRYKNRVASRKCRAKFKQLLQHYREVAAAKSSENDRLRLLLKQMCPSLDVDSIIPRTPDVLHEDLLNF
# Yeast superoxide – yeast age-related superoxide inhibition as caloric restriction mimetic; S. cerevisiae aged cells, superoxide DHE fluorescence; stronger effect = lower value; superoxide response (% of plate mean), % at 10 µM; 330,000 compounds, 0.18% hits; AID 2690;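 active = superoxide response under a set limit, about three screen SD below normal, cut at about 65% in these data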;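 note: yeast aged for seven days with compound at 30 °C before DHE staining; 100% = average MFI of all compound-treated wells on the plate with controls excluded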
# GASC-1 inh – inhibitors of human GASC-1 (JMJD2C) demethylase; GST-JMJD2C(1-420) H3K9me3 demethylation, DELFIA europium; inhibition, % at 2.35 µM; 330,000 compounds, 0.069% hits;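 active = more than half of a compound's replicate wells show inhibition beyond 50%, single wells judged on their own value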;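 note: signal counts dimethyl H3K9 product captured on neutravidin plate; 0% = median of DMSO wells and 100% = 0.3 times that DMSO median; strong numbers were not always called active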
# Target sequence (Q9H3R0 1-420 limits assumed): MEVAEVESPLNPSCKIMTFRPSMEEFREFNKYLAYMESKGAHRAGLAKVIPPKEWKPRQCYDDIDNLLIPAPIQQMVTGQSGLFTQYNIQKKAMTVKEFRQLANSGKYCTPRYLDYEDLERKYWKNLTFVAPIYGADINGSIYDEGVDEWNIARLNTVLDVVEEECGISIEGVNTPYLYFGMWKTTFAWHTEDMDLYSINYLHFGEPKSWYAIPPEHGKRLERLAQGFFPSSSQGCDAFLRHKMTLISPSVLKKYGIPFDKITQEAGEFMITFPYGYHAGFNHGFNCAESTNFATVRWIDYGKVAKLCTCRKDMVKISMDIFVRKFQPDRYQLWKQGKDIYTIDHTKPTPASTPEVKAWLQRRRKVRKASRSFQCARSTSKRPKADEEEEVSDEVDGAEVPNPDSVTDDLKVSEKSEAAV
# * hit, by the source's call; · = not tested or not shown; & = joins results of further samples.
# The line under a structure holds: TPT1 inhibitor | EBNA-1 inhibitor | Fh CTSL1 inh | PP5 inh | HCV core dimer | PP1 counter | ZTA DNA inh | Yeast superoxide | GASC-1 inh
O=C(CCC1CCCN(Cc2ccc3c(c2)CCO3)C1)NCc1ccc(F)c(F)c1 (stereo not drawn)
→ 3 | -5 | -8 | 2.3 | -5 | -3 | -16 | 91 | -21
COC(=O)CN1C(=O)Nc2ccc(Br)cc2C1c1ccccc1 (stereo not drawn)
→ -1 | 9 | 3 | -0.5 | 3 | 2 | 2 | 89 | 5
N#CCc1nc2n(n1)Cc1ccccc1-2
→ -6 | -6 | -3 | 1.0 | -3 | 5 | -16 | 80 | -2
O=C(CNC(=O)c1cccc(Cl)c1)NCC(c1cccs1)N1CCOCC1 (stereo not drawn)
→ · | · | · | -0.2 | · | -1 | 13 | 111 | 6
CCOc1ccc(-c2ncncc2-c2ccc(OC)cc2)c(O)c1
→ 7 | 15 | 4 | -0.5 | 7 | 2 | 23 | 86 | -5
O=C(O)COc1ccccc1/C=N/NC(=O)CSc1nc2ccccc2c(=O)n1-c1ccccc1
→ -3 | 0 | 4 | 4.5 | 6 | -1 | 6 | 101 | -5
CCCC(c1nnnn1Cc1ccc(F)cc1)N1CCN(C2CCCCC2)CC1 (stereo not drawn)
→ 2 | 1 | -2 | 2.5 | -3 | -1 | 14 | 103 | 0&1
O=c1cc(-c2ccccc2)[nH]c2cc(F)ccc12
→ 0 | 6 | 0 | 1.1 | 0 | 0 | 21 | 104 | 1
CCOc1cc(C2/C(=C(/O)c3ccc(OC)cc3)C(=O)C(=O)N2CC2CCCO2)ccc1O (stereo not drawn)
→ 1 | -1 | -2 | -1.4 | -2 | -2 | 19 | 101 | -9
CCc1noc(C)c1C(=O)N(CCCOC)c1c(N)n(Cc2ccccc2)c(=O)[nH]c1=O
→ 1 | -10 | 3 | -0.7 | -6 | -6 | -18 | 95 | 2
O=[N+]([O-])c1ccccc1S(=O)(=O)NC1CCCC1
→ 0 | -6 | -2 | -1.2 | 4 | 0 | 7 | 103 | 0
Cn1cc(/C=C(\NC(=O)c2ccccc2Cl)C(=O)NCCN2CCOCC2)c2ccccc21
→ 0 | 10 | 2 | 0.9 | -8 | -3 | -1 | 102 | -4
CCNC(=S)N/N=C/c1cccs1
→ -4 | 9 | 4 | -1.6 | -1 | 37* | -2 | 89 | 7
CCOc1ccccc1CN1CCN(Cc2[nH]c3ccccc3c2C)CC1CCO (stereo not drawn)
→ -3 | -2 | 6 | -0.8 | -15 | 2 | -5 | 91 | -2
COc1ccc(/C(O)=C2\C(=O)C(=O)N(CCN(C)C)C2c2cccc(OC)c2OC)cc1 (stereo not drawn)
→ 1 | 8 | -2 | 0.1 | 6 | -4 | 7 | 110 | 2
CCn1ccnc1CNC(=O)CC1C(=O)NCCN1CCCc1ccccc1 (stereo not drawn)
→ -2 | 3 | -2 | 0.8 | 12 | -1 | 14 | 108 | 2
Cc1cc2ncn(C(=O)N3CCCCCC3)c2cc1C
→ 5 | 6 | -1 | -0.2 | -14 | 1 | -6 | 76 | 3
CCN(CC)C(=O)Cn1cc(S(=O)(=O)CC(=O)Nc2ccc3c(c2)OCCO3)c2ccccc21
→ -3 | -5 | 0 | 1.3 | -7 | -2 | -4 | 95 | -10
Cc1ccc(S(=O)(=O)NC(=O)Nn2c(C)nnc2C)cc1
→ -1 | 9 | -4 | 4.3 | 1 | 1 | 1 | 105 | 34
O=C(Nc1nc(-c2cccs2)cs1)c1ccc(S(=O)(=O)N2CCCCC2)cc1
→ 4 | -5 | 6 | -1.7 | -7 | 7 | -6 | 109 | -1
COc1ccc(/C=N/NC(=O)C2C3CCCCC32)cc1OC (stereo not drawn)
→ -1 | 0 | 4 | 1.8 | 0 | 1 | 7 | 104 | 5
COc1cccc(-c2nnc(SC(C(=O)c3c[nH]c4ccccc34)c3ccccc3)n2C)c1 (stereo not drawn)
→ 1 | 1 | -2 | 6.9 | 17 | 4 | -4 | 78 | -1
COc1cc2ccc(=O)oc2cc1O
→ -6 | -1 | -3 | 3.4 | -1 | -6 | 2 | 101 | ·
CCC1CCCCN1CCCNC(=O)Cn1c(=O)c2cccn2c2cccnc21 (stereo not drawn)
→ -1 | -19 | -3 | 1.0 | -2 | -1 | -1 | 104 | -3
Cc1cc(C(=O)OCC(=O)Nc2ccccc2C)c(C)o1
→ · | · | · | -0.8 | · | -2 | -14 | 78 | -1
Cc1cc(CSc2ccccc2)ccc1NC(=O)c1ccc(Br)cc1
→ 15 | -2 | 1 | -0.8 | 2 | -4 | -13 | 114 | -3
Cn1c(NCc2ccco2)nc2c1c(=O)n(Cc1ccc(Cl)c(Cl)c1)c(=O)n2C
→ -2 | -11 | 4 | 0.9 | 0 | 0 | 11 | 88 | -2
CCCc1c(C(=O)N/N=C/c2cccc(OCc3ccc(F)cc3)c2)nnn1-c1nonc1N
→ 0 | -5 | -4 | 3.1 | -4 | 0 | -25 | 120 | 20
O=C(c1cc(Br)c(Br)s1)N1CCOCC1
→ 1 | 15 | 2 | -0.6 | 3 | -8 | 4 | 101 | 7
CCN(CC)S(=O)(=O)c1ccc2c(c1)[nH]c(=S)n2CC
→ -2 | 1 | 2 | -0.5 | -3 | -1 | 9 | 89 | 1
CCOc1ccc2c(=O)c(Oc3ccccc3OCC)coc2c1
→ 1 | 4 | -10 | -1.0 | -1 | -3 | -5 | 120 | -2
COc1ccc(NC(=O)C2CCN(C(=O)C3CC(=O)N(c4ccc(C)cc4)C3)CC2)c(OC)c1 (stereo not drawn)
→ -5 | -9 | 2 | -0.8 | -1 | 0 | -4 | 94 | -6
COc1ccc(Cl)cc1NC(=O)CN(C)C(=O)C1CCN(C(=O)Nc2ccccc2)CC1
→ · | · | · | 0.3 | · | -6 | 3 | 95 | 3
CCOc1ccccc1CNc1ccc(N2CCOCC2)c(C(=O)O)c1
→ -4 | -2 | -1 | 1.1 | -4 | -3 | 11 | 92 | 3
C=CCN1C(=O)/C(=c2\sc3nc(=O)c(Cc4ccccc4)nn3c2=O)c2ccccc21
→ 4 | 9 | 2 | 0.0 | 8 | -2 | -9 | 106 | 11
CN1CCN(CC(=O)Nc2cc(S(=O)(=O)N3CCOCC3)ccc2Cl)CC1
→ 1 | 4 | -1 | -0.3 | -2 | -4 | 15 | 103 | 4
Cc1ccc(C)c(S(=O)(=O)N(C)C2CCS(=O)(=O)C2)c1 (stereo not drawn)
→ -3 | 4 | -5 | -1.4 | -1 | -5 | 6 | 101 | 6
Cc1onc(-c2ccccc2)c1C(=O)N1CCCCCC1
→ -1 | 6 | 0 | 3.6 | -1 | -2 | 7 | 111 | 11
Cc1nc(N2CCN(C)CC2)[nH]c(=O)c1Cc1cccc2ccccc12
→ 0 | 6 | -2 | -2.6 | 3 | 0 | 10 | 106 | 14
CCOc1ccc(N(C)S(=O)(=O)c2ccc3[nH]cc(C(=O)NCC(OC)OC)c(=O)c3c2)cc1
→ -2 | 10 | -2 | 0.9 | -1 | 6 | 8 | 97 | 5

# Entries of single compounds, quoted from the list.
# Listed for Cc1onc(-c2ccccc2)c1C(=O)N1CCCCCC1 : TPT1 inhibitor: -1; EBNA-1 inhibitor: 6; Fh CTSL1 inh: 0; PP5 inh: 3.6; HCV core dimer: -1; PP1 counter: -2; ZTA DNA inh: 7; Yeast superoxide: 111; GASC-1 inh: 11
# Listed for CCOc1ccc(N(C)S(=O)(=O)c2ccc3[nH]cc(C(=O)NCC(OC)OC)c(=O)c3c2)cc1 : TPT1 inhibitor: -2; EBNA-1 inhibitor: 10; Fh CTSL1 inh: -2; PP5 inh: 0.9; HCV core dimer: -1; PP1 counter: 6; ZTA DNA inh: 8; Yeast superoxide: 97; GASC-1 inh: 5
# Listed for Cc1ccc(C)c(S(=O)(=O)N(C)C2CCS(=O)(=O)C2)c1 (stereo not drawn) : TPT1 inhibitor: -3; EBNA-1 inhibitor: 4; Fh CTSL1 inh: -5; PP5 inh: -1.4; HCV core dimer: -1; PP1 counter: -5; ZTA DNA inh: 6; Yeast superoxide: 101; GASC-1 inh: 6

# Reprinted at random: 2 compounds from above, in no set order.
# The line under a structure holds: TPT1 inhibitor | EBNA-1 inhibitor | Fh CTSL1 inh | PP5 inh | HCV core dimer | PP1 counter | ZTA DNA inh | Yeast superoxide | GASC-1 inh
Cn1c(NCc2ccco2)nc2c1c(=O)n(Cc1ccc(Cl)c(Cl)c1)c(=O)n2C
→ -2 | -11 | 4 | 0.9 | 0 | 0 | 11 | 88 | -2
COC(=O)CN1C(=O)Nc2ccc(Br)cc2C1c1ccccc1 (stereo not drawn)
→ -1 | 9 | 3 | -0.5 | 3 | 2 | 2 | 89 | 5

# (list continues)
# The line under a structure holds: TPT1 inhibitor | EBNA-1 inhibitor | Fh CTSL1 inh | PP5 inh | HCV core dimer | PP1 counter | ZTA DNA inh | Yeast superoxide | GASC-1 inh
COc1cc(/C=N/NC(=O)c2cc(-c3ccccc3Cl)nc3ccccc23)cc(OC)c1O
→ 5 | -5 | 6 | 4.4 | -1 | -3 | 11 | 99 | -35
COC(=O)[C@@H]1C[C@@]2(O)[C@@H](O)[C@@H](O)[C@@H](O)C[C@H]2N1CC(c1ccccc1)c1ccccc1
→ 2 | 6 | 0 | 2.3 | -18 | -3 | -7 | 94 | -6
O=C(O)CCCC(=O)Nc1nc(-c2ccccc2)cs1
→ -6 | -4 | -1 | 1.9 | 4 | -1 | -6 | 104 | -7
COC(=O)c1c(NC(=O)c2cccnc2)sc(C(=O)N(C)C)c1C
→ 3 | 0 | 5 | 1.2 | -2 | 1 | 9 | 95 | -9
CCN(CC1CCCO1)C(=O)c1cc(COc2ccc(F)cc2F)on1 (stereo not drawn)
→ -2 | -11 | 3 | 0.9 | -8 | -2 | -2 | 102 | 0
O=C(Cc1coc2ccc3ccccc3c12)NCc1cccs1
→ 4 | -8 | -3 | 0.6 | 10 | 2 | -9 | 99 | -22
COc1ccc(S(=O)(=O)N2CCCN(CC(=O)Nc3cc(NC(C)=O)ccc3OC)CC2)cc1
→ -3 | 9 | -4 | -2.0 | 6 | -3 | 18 | 86 | 9
CC(C)(C)OC(=O)NCC1CCC(C(=O)NC[C@H](CC(=O)O)c2ccc(Cl)cc2)CC1 (stereo partly drawn)
→ 2 | -10 | -2 | 1.0 | -4 | 0 | 8 | 98 | -43
CCCc1cc(=O)n2[nH]c(NCc3ccccc3F)nc2n1
→ -6 | 0 | 3 | -6.8 | 0 | -1 | -10 | 96 | 0
Cc1ccc(C(=O)NC(=S)/C=C2\N(C)c3ccccc3C2(C)C)cc1
→ 10 | -14 | 10 | 4.0 | -24 | 2 | -12 | 95 | 9
COc1ccc2c(c1)SCC(=O)N2C
→ -4 | 8 | -2 | 0.7 | -6 | 0 | -17 | 87 | 13
COC(=O)Cn1c(Cc2ccccc2)nc2ccccc21
→ 0 | -2 | -4 | 0.6 | 3 | 0 | 1 | 95 | -2
Cc1nc2c3ccccc3nc(NNC(=O)CCC(=O)N3CCCC(C)C3)n2n1 (stereo not drawn)
→ -3 | -5 | -5 | 2.4 | -3 | -1 | -18 | 101 | 1
O=C(c1ccc(F)cc1)C1CCN(C(=O)c2ccc(F)cc2)CC1
→ 1 | -14 | 3 | 5.0 | 4 | -1 | 6 | 109 | 8
Cc1cc(NC(=O)c2noc3c2CCc2ccccc2-3)n(-c2ccccc2)n1
→ -4 | 7 | 1 | -0.9 | -6 | -1 | 10 | 88 | -11
COc1ccc(CN(C(=S)Nc2ccccc2)C2CC(=O)N(c3ccc(Cl)cc3)C2=O)cc1 (stereo not drawn)
→ 2 | -1 | 0 | 5.3 | 4 | 1 | 10 | 82 | -30

# Source: PubChem BioAssay (several laboratories)
